TDP1 inh = TDP1 (human) enzyme inhibition; Q9NUW8; recombinant TDP1, AlphaScreen DNA substrate cleavage; Potency, µM (series often up to 130 µM), for the others: at the highest dose activity change, negative = inhibition, most hits filed as inhibitors; 0.28% of 350,000 active; note: nearly all actives have a fitted effect of over 40% in size
Target sequence (Q9NUW8 whole entry, looked up): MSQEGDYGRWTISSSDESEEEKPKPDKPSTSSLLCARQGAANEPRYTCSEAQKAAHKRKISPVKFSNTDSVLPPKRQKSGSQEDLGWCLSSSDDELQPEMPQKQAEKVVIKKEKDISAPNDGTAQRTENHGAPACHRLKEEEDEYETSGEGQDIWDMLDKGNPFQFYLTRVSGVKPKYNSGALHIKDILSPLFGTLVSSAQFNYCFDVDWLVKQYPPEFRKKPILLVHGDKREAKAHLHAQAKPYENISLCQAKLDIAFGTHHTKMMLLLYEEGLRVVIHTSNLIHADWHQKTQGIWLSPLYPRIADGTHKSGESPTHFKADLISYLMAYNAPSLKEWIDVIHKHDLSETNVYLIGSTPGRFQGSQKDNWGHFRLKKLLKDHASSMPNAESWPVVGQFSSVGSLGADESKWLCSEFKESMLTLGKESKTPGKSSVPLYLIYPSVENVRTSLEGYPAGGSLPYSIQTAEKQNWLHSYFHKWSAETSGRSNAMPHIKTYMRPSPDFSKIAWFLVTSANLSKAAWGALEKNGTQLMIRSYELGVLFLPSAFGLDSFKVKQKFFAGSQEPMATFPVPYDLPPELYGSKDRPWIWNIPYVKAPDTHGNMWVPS
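Here, a 5' biotin and 3' phosphotyrosine-FITC DNA oligonucleotide reports Tdp1 activity: intact substrate bridges AlphaScreen beads, while cleavage leaves a 3' phosphate and drops signal. All incubations at room temperature.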
FEN1 inhibitor = blocks human flap endonuclease 1. Recombinant FEN1 flap cleavage, fluorescence, 15 min. P39748. AID 588795. 0.35% of 390,000 active. Potency, µM (highest dose often 114 µM), without a hit: top-dose activity change, negative = inhibition, actives largely listed as inhibitors; note: nearly all actives have a fitted effect of over 65% in size
Target sequence (P39748 whole entry, looked up): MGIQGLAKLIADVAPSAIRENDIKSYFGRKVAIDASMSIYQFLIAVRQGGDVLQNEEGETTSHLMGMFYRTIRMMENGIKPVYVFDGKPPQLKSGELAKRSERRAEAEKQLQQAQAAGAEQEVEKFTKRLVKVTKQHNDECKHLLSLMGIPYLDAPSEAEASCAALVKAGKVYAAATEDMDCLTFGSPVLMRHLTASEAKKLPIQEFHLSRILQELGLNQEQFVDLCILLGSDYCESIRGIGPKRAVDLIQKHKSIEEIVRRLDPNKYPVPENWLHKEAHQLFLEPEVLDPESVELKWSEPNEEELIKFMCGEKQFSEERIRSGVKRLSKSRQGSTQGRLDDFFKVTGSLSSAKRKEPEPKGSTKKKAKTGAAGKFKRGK
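FEN1 at 10 nM preincubated with compounds 15 min at room temperature, then flap DNA substrate added at 50 nM final. Signal read at 0 and 15 min; concentration-response fitted with four-parameter Hill equation.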
N370S GC mod = inhibits or activates N370S mutant glucocerebrosidase | 0.092% of 330,000 active | AID 2101 | Potency, µM (titrated, usually from 59.4 µM), inactives show at the top dose activity change, negative = inhibition, usual class: inhibitors | N370S GC spleen homogenate, 4MU-glucoside fluorescence | P04062;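 note: 0% = full enzyme activity and -100% = no enzyme basal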
Active calls of the source: *; u = inconclusive; x = no result given; & = joins results of further samples; [ ] = another dose, or the depositor's remark. Calls come from the whole dose curve; as a rule, active = well fitted curve in the direction sought with a large enough effect; inconclusive = small, poorly fitted or top-dose-only effect, or another doubt; inactive = no such curve, though single readings can be large; an effect the other way counts as inactive or inconclusive. Unless noted, % is set by controls: 0 for no effect and ±100 for the full control effect; potency is the fitted concentration of half-maximal effect.

SMILES | TDP1 inh | FEN1 inhibitor | N370S GC mod
CSc1ccc(NC(=O)NCc2ccccc2)cc1 | 0.0% | -1.8% | 0.4%
CCOC(=O)c1c(C)[nH]c(C)c1C(=O)COC(=O)c1cccc(S(=O)(=O)N(CC)CC)c1 | 5.8% | -13.4% | -1.9%
COc1ccc(NC(=O)Nc2ccccc2F)cc1Cl | 0.6% | 17.7% | 6.5%
O=C(NCCCN1CCCC1)C1CCC(=O)N1C1CCCCC1 (stereo not given) | 4.1% | -1.5% | x
COc1ccc(-c2csc3ncnc(N4CCN(c5ccccc5O)CC4)c23)cc1 | -0.8% | -14.1% | -25.7%
Cc1cc(F)ccc1Nc1nc2ccc(Cl)cc2n2cnnc12 | 0.0% | -14.3% | x
COc1ccc(/C(N)=N/OC(=O)CSc2ccc(C)cc2)cc1OC | -7.0% | -7.6% | 3.2%
CC(=O)Nc1ccc(CN(C)CC2CCCN(CCc3cccc(C(F)(F)F)c3)C2)cc1 (stereo not given) | 2.0% | 1.4% | -19.4%
CC(NC(=O)c1cncc(Br)c1)c1ccc(S(N)(=O)=O)cc1 (stereo not given) | 1.0% | -6.2% | 4.8%
O=C(CNC(=O)C1CCCCC1)Nc1cc(Cl)ccc1Cl | 0.0% | -3.2% | -28.2%
CSCc1c(C(=O)Nc2ccc3c(c2)OCO3)oc2ccccc12 | x | u | 7.6%
COc1ccc(CNS(=O)(=O)c2ccc(OC)cc2)cc1 | 5.4% | -2.6% | 0.8%
Cc1cc(C(=O)NN=C(CCC(=O)O)c2cccs2)c(C)o1 | 0.4% | -0.1% | x
COc1cccc(NC(=S)N(CCCN2CCCC2)Cc2ccco2)c1 | -2.6% | 7.3% | 5.2%
COc1ccc(-c2nc(CCNC(=O)c3c(F)cccc3Cl)cs2)cc1 | 5.5% | -10.7% | x
Cn1cc(CCC(=O)N2CCCC(Nc3ccc(F)cc3)C2)cn1 (stereo not given) | 5.5% | -3.7% | 19.7%
COc1ccc(CCNC(=O)C2(C)CCC(=O)N2Cc2ccc(F)cc2Cl)cc1OC (stereo not given) | x | -1.0% | 2.7%
NC(=O)NNC(=S)Nc1cccc2ccccc12 | 5.4% | 2.3% | -14.9%
O=C(Cn1nc(-c2ccccc2)ccc1=O)NCCCN1CCOCC1 | x | -4.9% | 3.7%
COc1ccc(C(=O)NNC(=O)C2CC=CCC2)cc1 (stereo not given) | 2.0% | -7.0% | 4.7%
O=C(O)c1cn[nH]c1-n1cnnn1 | 1.1% | -8.1% | 5.1%
C=CCNC(=O)/C(C#N)=C/c1ccc(OS(=O)(=O)c2ccc(C)cc2)c(OC)c1 | 2.6% | -18.4% | 3.9%
Cc1ccc(F)cc1NC(=O)Cn1c(=O)nc(-c2ccccc2F)c2cc(Cl)ccc21 | 6.2% | 0.9% | x
O=C(O)c1cnccn1 | -6.0% | -21.0% | 10.5%
CCN(CC)S(=O)(=O)c1ccc(NC(=O)c2nn(C)c3c2CSc2ccccc2-3)cc1 | 2.9% | 0.2% | x
COc1ccc(N(C(=O)c2ccco2)S(=O)(=O)c2cccc([N+](=O)[O-])c2)cc1 | 7.0% | 8.8% | 6.2%
Cc1cc(=O)[nH]c(N/N=C/c2cccs2)n1 | 5.5% | 1.1% | -19.7%
COC(=O)c1ccc(C2C(C#N)=C(N)Oc3cc(O)ccc32)cc1 (stereo not given) | 6.8% | 13.3% | 1.3%
CN(C1CCCCC1)S(=O)(=O)c1ccc(C(=O)Nc2sc3c(c2C(N)=O)CC(C)(C)NC3(C)C)cc1 | 3.3%&7.8% | -10.4%&15.7% | -20.6%
COc1ccc(NC(=O)CSC(C)c2nc3ccccc3c(=O)[nH]2)cc1 (stereo not given) | 1.2% | -6.2% | -0.4%
CCOC(=O)c1c(C)[nH]c(C(=O)CN2C(=O)NC(C)(C)C2=O)c1C | 6.8% | -1.7% | -2.2%
CCOC(=O)c1cc2c(=O)n3ccccc3nc2n(Cc2ccccc2)c1=N | 0.0% | 0.2% | 10.8%
N=C1/C(=C\c2ccc(-c3cc(Cl)cc(Cl)c3)o2)C(=O)N=C2SC=C(c3ccccc3)N12 | 0.6% | 7.2% | 5.1%
CCOC(=O)N1CCc2c(sc3c2c(=O)n(-c2ccc(Cl)cc2)c(=O)n3CC(C)C)C1 | -1.3% | -3.6% | x
CC(=O)c1sc(NC(=O)CCS(=O)(=O)c2ccc(C)cc2)nc1C | 1.7% | 6.8% | -0.2%
Cc1ccc(OCc2cc(C(=O)N3CCCC(O)C3)no2)cn1 (stereo not given) | 4.0% | 23.6% | -6.4%
Cc1cccc2sc(N3CCN(C(=O)C4COc5ccccc5O4)CC3)nc12 (stereo not given) | -0.1% | -2.7% | 0.2%
CCOC(=O)C1CCCN(C(=O)c2ccc([N+](=O)[O-])c(C)c2)C1 (stereo not given) | 5.6% | 5.3% | -6.2%
COc1cc(C(O)P(=O)(OC(C)C)c2ccc(N(C)C)cc2)cc(OC)c1OC (stereo not given) | 1.0% | -0.8% | 6.6%
CCC(CC)c1nnc(NC(=O)CCc2ccc(OC)cc2)s1 | x | -2.1% | 0.8%
CCc1cc2c(cc3c(=O)n(CC(=O)NC4CCCCC4)ncn32)s1 | -2.0% | -3.7% | x
Cn1c(Cc2ccccc2)nnc1SCc1ccc(C(=O)O)cc1 | -1.3% | 18.6% | 11.6%
N#C/C=C/N1CCN(C(=O)c2ccco2)CC1 | 0.3% | -12.3% | x
CCn1cc(CN2CCCC(CNC(=O)COc3ccccc3OC)C2)c(C)n1 (stereo not given) | -1.5% | -4.7% | -1.9%
CC(C)(C)c1ccc(-c2noc(-c3ccno3)n2)cc1 | -1.2% | 4.3% | 8.3%
Cn1cc([N+](=O)[O-])c(C(=O)N(Cc2ccccc2)Cc2ccccc2)n1 | 5.8% | 4.2% | -2.4%
CCN(CC)S(=O)(=O)c1ccc2c(c1)nc(SCC(=O)N1CCCCCC1)n2-c1ccc(OC)cc1 | 2.0% | -11.9% | 1.6%
CC1Sc2ccc(S(=O)(=O)CCC(=O)NCc3cccs3)cc2NC1=O (stereo not given) | 1.8% | -7.5% | -26.8%
CCOCCOC(=O)C1=C(C)N(C)C(=O)NC1c1cc(Cl)c(O)c(OCC)c1 (stereo not given) | -2.5% | 2.4% | 7.3%
CN(CC(=O)Nc1ccccc1Br)C(=O)c1ccccc1OCc1ccc(F)cc1 | -1.0% | -17.7% | x
CCOc1ccc(NC(=O)CS(=O)CC(=O)N(CC(=O)NC(C)(C)C)C2CCCC2)cc1 (stereo not given) | x | -11.5% | -1.9%
Cc1ccn2c(NC(=O)c3cccs3)c(-c3ccccc3)nc2c1 | -6.9% | 0.3% | -5.6%
CNc1nccc(-c2ccc(Cl)cc2)c1C#N | x | 10.4% | 0.4%
COc1ccc(NC(=O)N2CCN(S(=O)(=O)c3ccc(F)cc3)CC2)c(OC)c1 | 2.4% | 0.0% | -0.7%
CCC(CC)C(=O)Nc1cc([N+](=O)[O-])ccc1F | 2.6% | -4.7% | -0.1%
CN1[C@@H]2CC[C@H]1CC(OC(c1ccccc1)c1ccccc1)C2 (stereo not given in full) | 2.1%&5.1% | x | -12.0%
O=C(NNC(=O)c1cc2ccccc2oc1=O)c1ccccc1[N+](=O)[O-] | 4.4% | 7.8% | 4.9%
Nn1c(Cc2cccc3ccccc23)nnc1SCC(=O)N1CC(=O)Nc2ccccc21 | -1.8% | -0.1% | 2.3%
Cc1nn(CCCC(=O)NC2CCC(C)CC2)c(=O)c2nn(-c3ccccc3)c(C)c12 (stereo not given) | 0.8% | 16.4% | 7.3%
COc1nc2ccccc2nc1OC | x | -16.3% | -1.0%

(list continues)
SMILES | TDP1 inh | FEN1 inhibitor | N370S GC mod
CCN(CC(=O)NCc1ccc(Cl)cc1)C(=O)CCc1ccccc1 | x | -8.8% | -2.5%
COc1cccc(OC)c1C(=O)Nc1nnc(-c2ccc(F)cc2)s1 | x | -10.0% | -2.2%
Cc1ccc(OCC(=O)N/N=C2/SCC(=O)N2Cc2ccco2)cc1 | 3.6% | 1.6% | 15.4%
Cc1cc(Cl)ccc1OCC(=O)NC(=S)Nc1ccccc1N1CCOCC1 | 0.0% | 3.8% | 7.0%
Cc1ccc(NC(=O)C2CCCCC2C(=O)O)cc1Cl (stereo not given) | 0.0% | 1.7% | 3.5%
O=c1c(-c2ccc(F)cc2)coc2cc(O)ccc12 | 3.9% | 9.0% | -3.1%
CCC(=O)c1cn(CC(=O)NCc2cccnc2)c2ccccc12 | 2.2% | 10.9% | -3.0%
Cc1ccc(NC(=O)c2sc(-n3nc(C)c(Cc4ccc(Cl)cc4)c3C)nc2C)cc1 | 3.6% | 1.8% | x
COc1cccc(-c2nnn(CC(=O)N(CC(C)C)C3CCS(=O)(=O)C3)n2)c1 (stereo not given) | 1.2%[0.505 µM] | -3.0% | -1.1%
COc1cc2[nH]c(=O)n(CCC(=O)N3CC=C(c4ccccc4)CC3)c(=O)c2cc1OC | 4.7% | -9.9% | 0.1%
COc1ccc(CCC(C)NCc2ccc(Cl)c(Cl)c2)cc1 (stereo not given) | 3.3% | -5.5% | -0.3%
Cc1ccc(S(=O)(=O)c2nc(N3CCOCC3)sc2Cl)cc1 | 7.8% | 8.3% | 12.5%
CNc1nc(N)c([N+](=O)[O-])c(NCC2CCCO2)n1 (stereo not given) | 8.9% | -1.9% | -2.6%
C=CCn1c(=N)c(C(=O)NCCCOC)cc2c(=O)n3cccc(C)c3nc21 | 3.1% | -10.7% | -7.7%
Cn1c(=O)oc2cc(S(=O)(=O)N3CCN(c4ccccc4F)CC3)ccc21 | 2.8% | -4.3% | -8.7%
Cc1c(C2OC(=O)C3(CCCCC3)C(=O)C2(C)C)c(=O)n(-c2ccccc2)n1C (stereo not given) | -4.2% | 1.6% | -3.3%
CC(C)(C)C1CCC(=O)C(C2(O)C(=O)Nc3ccccc32)C1 (stereo not given) | 0.0% | -15.0% | -0.8%
CCOC(=O)c1c(NC(=O)C(Sc2ccccc2)c2ccccc2)sc(C(=O)N(C)C)c1C (stereo not given) | 4.7% | 0.6% | 26.5%
CC1=C(C(=O)OC2CCCC2)C(c2c(Cl)cccc2Cl)CC(=O)N1 (stereo not given) | 2.5% | -2.6% | x
O=C(Nc1ccc(S(=O)(=O)N2CCOCC2)cc1)c1ccc(Cl)s1 | 2.8% | -5.3% | 0.2%
COc1ccccc1OCCn1cc(/C=C(\C#N)C(=O)NCc2ccco2)c2ccccc21 | -2.7% | -3.8% | 3.0%
CCn1c(COc2ccccc2C)nnc1SCC(=O)N1CCCCC1 | -2.0% | 10.5% | -8.4%
CCc1ccc(NC(=O)CSc2nnc(Cc3cccn3C)n2-c2ccc(F)cc2)cc1 | 7.6% | -19.1% | 3.3%
COc1ccccc1CCC(=O)N1CCN(C(=O)c2ccccc2)CC1 | x | -8.5% | 2.7%

Some entries already given with just N370S GC mod:
molecule,N370S GC mod
CC1Sc2ccc(S(=O)(=O)CCC(=O)NCc3cccs3)cc2NC1=O (stereo not given),-26.8%
COc1cccc(OC)c1C(=O)Nc1nnc(-c2ccc(F)cc2)s1,-2.2%

Further records follow.
SMILES | TDP1 inh | FEN1 inhibitor | N370S GC mod
Cc1nnc(Nc2ccccc2)n(N)c1=O | -0.5% | -10.2% | -22.4%
CC1(c2ccccc2Br)NC(=O)N(CC(=O)N2CCc3ccccc3C2)C1=O (stereo not given) | 1.4% | 2.7% | x
CC(C)(C)c1ccc(S(=O)(=O)CCc2ccccn2)cc1 | -1.4% | 6.5% | 4.8%
COc1ccc(C(=O)N2CCC(C(=O)Nc3ccc4c(c3)OCCO4)CC2)cc1 | -3.0% | -2.8% | -2.0%
O=C(CCC1N=C2c3ccccc3N=C(SCc3ccc(F)cc3)N2C1=O)NCc1ccc(F)cc1 (stereo not given) | -4.4% | -0.5% | x
O=C(c1ccc2c(c1)[nH]c(=S)n1c3ccccc3nc21)N1CCN(c2ncccn2)CC1 | 4.5% | 11.8% | -0.6%
CCS(=O)(=O)c1nc(S(=O)(=O)c2ccc(Cl)cc2)c(N2CCC(C(N)=O)CC2)s1 | 3.3% | 6.3% | 3.9%
Cn1c(CCN2CCN(c3ccccn3)CC2)nc2cc(NC(=O)COc3ccc([N+](=O)[O-])cc3)ccc21 | 2.7% | 3.2% | -0.3%
CC(C)NC(=O)N1CCN(c2ccncc2S(=O)(=O)N2CCOCC2)CC1 | 7.0% | -1.5% | -14.7%

4 entries from above, with each value named.
Cc1nnc(Nc2ccccc2)n(N)c1=O
  TDP1 inh: -0.5%
  FEN1 inhibitor: -10.2%
  N370S GC mod: -22.4%
CC1(c2ccccc2Br)NC(=O)N(CC(=O)N2CCc3ccccc3C2)C1=O (stereo not given)
  TDP1 inh: 1.4%
  FEN1 inhibitor: 2.7%
  N370S GC mod: x
CC(C)(C)c1ccc(S(=O)(=O)CCc2ccccn2)cc1
  TDP1 inh: -1.4%
  FEN1 inhibitor: 6.5%
  N370S GC mod: 4.8%
COc1ccc(C(=O)N2CCC(C(=O)Nc3ccc4c(c3)OCCO4)CC2)cc1
  TDP1 inh: -3.0%
  FEN1 inhibitor: -2.8%
  N370S GC mod: -2.0%
